# Rin1 Abl inh – human Rin1-Abl interaction inhibition. P00519+Q13671. TR-FRET Rin1/Abl binding, biochemical. inhibition, % at 7.35 µM. actives 0.4% (n = 360,000). AID 588664; in the data active = inhibition above about 5%, passing the limit was not always enough
# E coli Lon inh – inhibits E. coli Lon protease. P0A9M0. purified E. coli Lon protease, fluorescence polarization. inhibition, % at 7.94 µM. actives 0.42% (n = 360,000). AID 602123; in the data active = inhibition above about 13%, passing the limit was not always enough;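 note: 0% = enzyme with probe and DMSO and 100% = no enzyme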
# SKN-1 block – inhibitors of C. elegans SKN-1. C. elegans VP596 Pgst-4::GFP/RFP ratio, acrylamide-induced, 24 h. actives 0.49% (n = 360,000). inhibition, % at 21.8 µM;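 active = interference check ratio from 0.5 to 1.5 plus GFP to RFP signal ratio inhibition reaching or exceeding a fixed threshold, cut at about 30% in these data, passing the limit was not always enough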; note: some compounds called inactive have numbers as strong as hits
# MsrA act – activators of bovine methionine sulfoxide reductase A; purified bovine MsrA, absorbance read-out; activation, % at 10.6 µM; actives 0.3% (n = 360,000); in the data active = activation above about 7.5%;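 note: 0% = vehicle and 100% = reference activator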
# Neddylation inh – blocks human cullin neddylation; calls only at 25 µM; AID 651699; TR-FRET cullin neddylation, biochemical; actives 0.58% (n = 360,000); in the data active = inhibition above about 36%
# MT1-MMP act inh – inhibitors of human MT1-MMP activation. HT1080 RFP-PRO-GFP cells, GFP/RFP ratio fluorescence, overnight; percent of plate control window, DMSO zero. P50281. actives 0.061% (n = 360,000). GFP/RFP ratio change, % at 20 µM. AID 651647;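 active = GFP/RFP ratio change of at least 30% with cell ATP level not reduced by more than half and red fluorescence within 50% of control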; note: strong numbers were not always called active
#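 Test system: HT1080 RFP-PRO-GFP cells; Benchmarks: DMSO and RFP-L50D-GFP cell wells; Timing: cells overnight before dosing, compound overnight, 37 °C, 5% CO2; Compound: one 20 µM compound dose with 1% DMSO; Read-out: GFP/RFP fluorescence ratio.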
# FAS TE block – FAS thioesterase (human) inhibition; recombinant FAS-TE, OMFH fluorogenic substrate, fluorescence endpoint; inhibition, % at 15 µM; actives 0.67% (n = 360,000);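 active = compounds whose normalised, plate-corrected inhibition of enzyme fluorescence in the single-dose primary screen is 50% or more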;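 note: 0% = DMSO with enzyme and 100% = substrate without enzyme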
# CendR NRP1 mod – modulators of CendR peptide binding to human neuropilin-1. O14786. FAM-RPARPAR peptide binding to NRP-1, fluorescence polarization. inhibition, % at 25 µM. actives 0.85% (n = 360,000). AID 602438;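 active = inhibition or corrected inhibition above about 18%, plus a signal ratio from 0.5 to 1.5, limit read from the data, passing the limit was not always enough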; note: strong numbers were not always called active
# PABP1 MLLE inh – blocks PAM2 peptide binding to the PABP1 MLLE domain | actives 0.36% (n = 360,000) | inhibition, % at 20 µM | AID 588489 | GST-MLLE / FITC-PAM2 fluorescence polarization | P11940; in the data active = inhibition above about 35%, passing the limit was not always enough;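 note: plate controls were DMSO wells with GST-MLLE for no effect and wells lacking GST-MLLE protein for full effect; some results filed as inactive read as strong as hits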
# Target sequence (P11940 whole entry, looked up, the tested form may be a part): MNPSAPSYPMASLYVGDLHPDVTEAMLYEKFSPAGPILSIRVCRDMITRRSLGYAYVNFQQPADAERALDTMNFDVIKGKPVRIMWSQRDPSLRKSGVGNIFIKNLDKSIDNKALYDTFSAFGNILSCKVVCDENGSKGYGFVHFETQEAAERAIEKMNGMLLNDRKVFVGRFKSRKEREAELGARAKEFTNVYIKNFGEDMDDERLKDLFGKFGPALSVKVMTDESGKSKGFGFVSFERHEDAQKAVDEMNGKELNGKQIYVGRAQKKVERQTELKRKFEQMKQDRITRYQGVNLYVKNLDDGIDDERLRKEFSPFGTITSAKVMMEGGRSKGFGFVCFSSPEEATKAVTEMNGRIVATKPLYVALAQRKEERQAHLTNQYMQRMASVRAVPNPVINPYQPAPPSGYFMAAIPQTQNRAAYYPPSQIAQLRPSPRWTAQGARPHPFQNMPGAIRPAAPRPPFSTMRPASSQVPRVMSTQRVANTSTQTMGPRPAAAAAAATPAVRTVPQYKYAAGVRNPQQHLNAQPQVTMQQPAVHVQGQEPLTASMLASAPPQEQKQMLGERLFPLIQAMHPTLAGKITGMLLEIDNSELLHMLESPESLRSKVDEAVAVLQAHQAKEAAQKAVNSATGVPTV
# Starred values were filed as active, the others as inactive; i = inactive; · = no result given.
SMILES	Rin1 Abl inh	E coli Lon inh	SKN-1 block	MsrA act	Neddylation inh	MT1-MMP act inh	FAS TE block	CendR NRP1 mod	PABP1 MLLE inh
Cc1ccc2nc3c(cc2c1)c(NC(=O)c1cccnc1)nn3C	-2	-6	32	-3	i	3	-4	-9	-6
C/C=C/C=C/C(=O)[C@@H]1[C@@H]([C@]2(C)OC(=O)C(C)=C2O)[C@H]2/C(=C(O)/C=C/C=C/C)C(=O)[C@]1(C)C(=O)C2(C)O (some centres undefined)	5	-5	15	-5	i	1	-4	-93	-8
C#CC[N+]1(CC#Cc2ccccc2)CCCCC1	0	3	-2	1	i	0	-1	0	9
O=C(CNCc1ccc(F)cc1)Nc1ccccc1-c1ccccc1	2	-6	6	-2	i	-2	10	13	0
COc1cc(C)c(S(=O)(=O)NOCc2ccccc2)c(C)c1C	1	-1	-1	-3	i	1	28	7	4
CSc1nc2nc3c(cc2c(=O)n1-c1ccccc1)COC(C)(C)C3	2	-5	6	-1	i	4	0	10	-36
COc1ccccc1Nc1nc(Cl)nc(NC(C)(C)C)n1	-2	6	18	-9	i	2	15	15	1
CCC(C)c1c(O)nc(SCC(=O)N2CCOCC2)[nH]c1=O (centres undefined)	0	-5	2	-9	i	8	-6	-14	6
COc1ccc(/C=C2/SC(=O)N(CCC(=O)Nc3ccc(S(=O)(=O)Nc4nccs4)cc3)C2=O)cc1	0	0	-7	-5	i	0	-7	-5	-6
O=C(c1cc(-c2ccccc2Cl)on1)N1CCCC1	0	-9	20	-3	i	-5	2	-4	8
CC(=O)N1CCc2cc(S(=O)(=O)NCc3ccc(C)cc3)ccc21	1	3	7	-1	i	5	1	18	-10
CCSc1nc2c(c(=O)[nH]c(=O)n2C)n1Cc1ccc(Cl)cc1	-2	6	4	-9	i	-5	12	-7	-3
CCn1c(=O)c(=O)[nH]c2c(=O)oc3ccc(S(=O)(=O)Nc4ccc(OC)cc4)cc3c21	1	-6	-16	-6	i	2	0	-5	5
O=C(COc1ccc([N+](=O)[O-])cc1Cl)NCCc1ccccc1	-1	-2	8	-2	i	3	44	-8	6
Cc1ccc(NS(=O)(=O)c2ccc(C(C)(C)C)cc2)cn1	3	-7	3	-2	i	4	-1	-3	-13
CCCN1C(=O)/C(=C/c2ccc(OCC(=O)OCC)cc2)NC1=S	2	0	6	-8	i	1	6	12	-116
CCCOc1ccc(C(=O)CCC(=O)OCC(=O)N(C)c2c(N)n(Cc3ccccc3)c(=O)[nH]c2=O)cc1	0	7	4	-1	i	-2	0	-16	-3
CCOc1ccc(OCC(=O)Nc2ccc(S(N)(=O)=O)cc2)cc1	4	-1	9	-5	i	-2	-7	1	-1
CC(C)c1nc(CNC(=O)CC2C(=O)NCCN2Cc2ccccc2)cs1 (centres undefined)	4	-1	1	0	i	1	-13	-6	13
CCCNC(=O)COc1ccccc1[N+](=O)[O-]	-1	-48	4	-4	i	1	-8	0	12
CCOc1ccc(S(=O)(=O)Nc2nc3ccc(OC)cc3s2)cc1	0	-19	10	-4	i	1	4	7	1
COC(=O)N1[C@H](C)C=C[C@]1(Cc1ccccc1)C(=O)OC	1	2	0	-1	i	4	-4	-3	3
COc1ccc(-c2coc3cc(O[C@@H]4O[C@H](CO)[C@@H](O)[C@H](O)[C@H]4O)ccc3c2=O)cc1	0	-9	14	-1	i	6	-10	-8	12
C=C(C)C1CC=C(C)/C(=N/NC(=O)C2CC2c2ccccc2)C1 (centres undefined)	1	6	5	-5	i	0	0	-4	-3
N#C/C(=C\c1ccccc1C(=O)O)c1nc2ccccc2[nH]1	-2	-11	9	0	i	-3	-5	5	2
CCOc1ccc2nc(NC(=O)/C=C/c3ccc4c(c3)OCO4)sc2c1	-3	1	2	-2	i	4	-7	-6	6
Cc1cc(OCC(=O)Nc2sc3c(c2C#N)CC(C)(C)NC3(C)C)c(C(C)C)cc1Cl	-1	5	1	-1	i	-4	-2	8	5
O=C(Nc1cccnc1)c1ccc(N2CCCC2)c([N+](=O)[O-])c1	-5	-1	12	-5	i	4	1	-4	-3
Nc1nncn1C(=O)c1ccccc1Cl	0	-3	9	-4	i	3	-7	-3	3
COc1cccc(CC2(CO)CCCN(Cc3[nH]c4ccc(C)cc4c3C)C2)c1 (centres undefined)	1	-5	4	-1	i	-5	-2	-15	7
COC(=O)c1c(NC(=O)c2ccccc2OC)sc(C(=O)N2CCOCC2)c1C	0	0	-2	-5	i	7	3	16	-4
CCOc1ccc(C(=O)NCc2ccco2)cc1Cl	-2	-2	-9	-2	i	5	-2	10	2
COc1cccc(C(=O)O/N=C(\N)Cc2ccc(Cl)cc2)c1	3	-10	8	4	i	0	-4	-1	1
CCn1ncc(C2=NOC(C(=O)NCC(C)C)C2)c1C (centres undefined)	3	-11	5	-4	i	2	-5	-2	-4
O=C(Nc1ccc([N+](=O)[O-])cn1)C1CCCCC1	-4	-3	0	-5	i	-6	7	-1	15
COc1cccc(NC(=O)C(c2ccccc2)N2CCN(c3ccccn3)CC2)c1 (centres undefined)	0	-5	-3	-7	i	-6	13	-6	-5
COc1ccc(CNC(=O)CSc2nc3nc(C)cc(C)n3n2)cc1	3	5	20	-1	i	4	-3	10	-3
Cc1ccccc1C(=O)N1CCN(c2ccc([N+](=O)[O-])c(NCc3ccco3)c2)CC1	1	-4	-2	-3	i	2	25	6	-1
O=C(/C=C/c1ccc(Cl)cc1)N1CCN(c2ccc([N+](=O)[O-])c(N3CCOCC3)c2)CC1	-1	-3	10	-2	i	5	35	9	6
CC(C)C(C)(C#N)NC(=O)CSc1nncn1-c1ccccc1 (centres undefined)	-2	8	16	-4	i	3	-1	-6	1
C=CCn1c(SCC(=O)Nc2c(C)n(C)n(-c3ccccc3)c2=O)nc2ccccc2c1=O	0	-1	6	-1	i	-1	-3	-6	-16
COc1ccc(CNS(=O)(=O)NCc2ccc(C)cc2)cc1	-1	-9	-4	-3	i	-1	-10	7	4
Cc1ccc(C(=O)OCC(=O)NCc2ccc(Cl)cc2)s1	-2	3	11	-4	i	-1	-4	-1	10
O=C(Cc1ccc(S(=O)(=O)N2CCOCC2)s1)N1CCN(c2ccc(C(F)(F)F)cc2[N+](=O)[O-])CC1	-2	-11	17	-2	i	-9	22	28*	-25
C=C(C)CNC(=S)Nc1cccc(S(=O)(=O)NC2=NCCC2)c1	-2	-9	4	-5	i	3	-1	-7	14
Cc1ccc(CNCc2ccccc2Cl)cc1	-2	-8	-7	-8	i	3	-5	2	0
COc1cc(C(=O)OCC(=O)NC2CC2)cc(OC)c1OC	2	6	11	-3	i	3	-7	11	6
COc1cc(CN2CCCCCC2)cc(OC)c1O	-1	-3	3	-7	i	-3	-5	-3	24
CN(C)CCNC(=O)NC(=O)c1ccc(Cl)cc1	-1	1	12	-1	i	3	-10	4	-16
Cc1ccccc1C(=O)NC(NC(=S)Nc1ccc(S(N)(=O)=O)cc1)C(Cl)(Cl)Cl (centres undefined)	1	-2	-3	-11	i	3	10	10	18

# Following part
SMILES	Rin1 Abl inh	E coli Lon inh	SKN-1 block	MsrA act	Neddylation inh	MT1-MMP act inh	FAS TE block	CendR NRP1 mod	PABP1 MLLE inh
COc1cccc(NS(=O)(=O)c2cc(C)sc2C)c1	1	6	-18	-11	i	·	-10	2	2
Cc1cc(C)c(OCC(=O)OCC(=O)NC2CCC(C)CC2)c(C)c1 (centres undefined)	2	-6	1	-2	i	7	2	1	6
COc1ccc(OC)c(NC(=O)COc2ccc(S(=O)(=O)N3CCCC3)cc2)c1	4	-2	0	-2	i	6	4	-2	6
Cc1ccc([N+](=O)[O-])cc1S(=O)(=O)N(C(=O)c1ccncc1)c1ccc2oc3c(c2c1)CCCC3	3	-2	-4	-13	i	4	72*	-5	5
Cc1ccc(C(C)(C)NC(=O)C2CCC(=O)N(Cc3ccccc3F)C2)cc1 (centres undefined)	1	-4	1	-2	i	4	-4	19	3
CCCC(C(=O)NCC1CCCO1)N(Cc1ccco1)C(=O)CNS(=O)(=O)c1ccc(F)cc1 (centres undefined)	1	-13	18	-4	i	1	-8	-2	0
N#CC1(NC(=O)COc2ccc(S(=O)(=O)N3CCCC3)cc2[N+](=O)[O-])CCCCC1	0	2	9	-3	i	1	-28	1	-53
COc1ccc(C2CC(c3ccccc3)=NN2C(=O)COC(=O)c2nc3nccc(C)n3n2)cc1 (centres undefined)	-2	-5	-4	0	i	2	9	6	-31
CC(OC(=O)c1ccccc1Oc1ccccc1)C(=O)NC1CC1 (centres undefined)	1	4	6	2	i	5	-4	-3	-7
Cc1ccc2nsnc2c1NC(=O)CCl	2	-6	1	0	i	4	-5	6	22
Cc1ccc(C)c(NC(=O)c2ccc[n+](Cc3ccc([N+](=O)[O-])cc3)c2)c1	2	-5	10	-1	i	1	-6	-1	10
CC(C)NC(=O)Nc1ccc2c(c1)C(=O)N([C@H](C)CO)C[C@H](C)[C@@H](CN(C)C(=O)NC1CCCCC1)O2	2	18	-4	-5	i	0	-13	3	10
CC(C)(C)c1cc(NC(=O)c2ccco2)no1	1	-11	15	-4	i	0	0	12	0
Cc1cccc(NC(=S)N/N=C/c2ccc(Cl)c([N+](=O)[O-])c2)c1	-1	4	-4	2	i	2	-4	27*	-4
CC1=CC2=NC(=O)CC(C)(C(=O)N(CC(=O)NC3CCCC3)Cc3ccccc3)N2C=C1 (centres undefined)	0	-9	15	-5	·	3	0	13	-2
COC(=O)[C@]1(CC(C)C)N[C@H](c2ccc(-c3ccc(Cl)c(Cl)c3)cc2)[C@@H]2C(=O)N(C)C(=O)[C@@H]21	-1	0	-1	-3	i	13	61*	-1	-33
C[C@H](CO)N1C[C@H](C)[C@@H](CN(C)C(=O)Nc2ccccc2)Oc2c(NS(=O)(=O)c3cccs3)cccc2C1=O	4	6	2	-6	i	-2	-8	8	6
Cc1ccc(CN2CCN(/N=C/c3ccccc3)CC2)cc1	-1	-6	3	-2	i	-1	10	2	-5
O=C(/C=C/c1ccc(F)cc1)NCCNC(=O)/C=C/c1ccc(F)cc1	6	-3	0	-15	i	4	-1	-7	0
CC1CCC(C(O)(C(=O)O)C2CCCCC2)CC1C (centres undefined)	5	-10	9	-3	i	-1	-8	13	1
COc1cccc(CN2CCC(n3nccc3NC(=O)CCOc3ccccc3)CC2)c1O	0	-3	0	-9	i	4	-3	4	-22
COc1cccc(C(=O)NC2CCN(CC(=O)NCc3ccccc3OC)CC2)c1	2	5	-17	-7	i	5	-13	34*	-6
COc1ccc2[nH]c(C(=O)O)c(NC(=O)c3ccccc3[N+](=O)[O-])c2c1	0	-6	-19	-10	i	-5	-10	23	6

# CendR NRP1 mod, hit marks shown above.
canonical_smiles	Rin1 Abl inh	E coli Lon inh	SKN-1 block	MsrA act	Neddylation inh	MT1-MMP act inh	CendR NRP1 mod	PABP1 MLLE inh
O=C(Cc1ccc(S(=O)(=O)N2CCOCC2)s1)N1CCN(c2ccc(C(F)(F)F)cc2[N+](=O)[O-])CC1	-2	-11	17	-2	i	-9	28*	-25
Cc1cccc(NC(=S)N/N=C/c2ccc(Cl)c([N+](=O)[O-])c2)c1	-1	4	-4	2	i	2	27*	-4
COc1cccc(C(=O)NC2CCN(CC(=O)NCc3ccccc3OC)CC2)c1	2	5	-17	-7	i	5	34*	-6

# Some values from above:
# Rin1 Abl inh result of `C[C@H](CO)N1C[C@H](C)[C@@H](CN(C)C(=O)Nc2ccccc2)Oc2c(NS(=O)(=O)c3cccs3)cccc2C1=O` reads 4
# Rin1 Abl inh result of `CCC(C)c1c(O)nc(SCC(=O)N2CCOCC2)[nH]c1=O` (centres undefined) reads 0

# Compound activity from PubChem BioAssay.
